Compound activity: PubChem BioAssay, several laboratories
LYP phosphatase = LYP phosphatase inhibitors, primary screen, biochemical, DiFMUP fluorescence, recombinant catalytic domain, 10 µM (AID 606); recombinant LYP catalytic domain, DiFMUP fluorescence; higher % means a stronger effect; inhibition, % at 10 µM, or IC50 in µM where a hit was titrated; 52,000 tested, under 10 active; Tyrosine-protein phosphatase non-receptor type 22 (Homo sapiens);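 active = IC50 under 40 µM in the dose-response test; inactive = IC50 of 40 µM or more, or never dose-tested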
Spn DPM-DC inh = S. pneumoniae DPM-DC inhibitors, primary screen, biochemical, PK/LDH-coupled NADH fluorescence. purified DPM-DC. calls only at 10 µM. 0.49% of 65,000 active;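 active = the 320 compounds with the highest percent inhibition in the single-dose primary screen, excluding strongly autofluorescent ones, cut at about 32% in these data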;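 also: kinetic rate of NADH fluorescence loss reporting ADP formed by the decarboxylase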
Bfl-1 displacement = Bfl-1 inhibitors, primary screen, biochemical, fluorescence polarization, FITC-Bid, mouse (AID 432) | Bcl-2-related protein A1 (Mus musculus) | FITC-Bid BH3 peptide fluorescence polarization displacement; higher % means a stronger effect | one-dose displacement, % at 20 µM; IC50 in µM for titrated hits | 0.02% of 64,000 active; in the data active = a potency from the dose series; inactive = the rest, 99 in 100 with displacement below about 15%; also: strong numbers were not always called active
MK inhibit = S. pneumoniae MK inhibitors, primary screen, biochemical, PK/LDH-coupled NADH absorbance | mevalonate kinase [Streptococcus pneumoniae D39] | purified MK, PK/LDH-coupled NADH absorbance 340 nm | inhibition, % at 10 µM | 0.48% of 65,000 active | AID 555, 2006;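 active = ranked among the strongest by inhibition in the single 10 µM screen, a fixed top-ranked set picked for dose follow-up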; also: no value below 0 was filed
PMK inhibit = S. pneumoniae PMK inhibitors, primary screen, biochemical, mevalonate pathway, pilot trial included | phosphomevalonate kinase (Streptococcus pneumoniae D39) | purified PMK, PK/LDH-coupled NADH absorbance 340 nm | inhibition, % at 10 µM | 0.49% of 65,000 active;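 active = top-ranked compounds by inhibition in the single 10 µM screen, taking a fixed number of the strongest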;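 also: 0% = full reaction with DMSO carrier and 100% = background rate without enzyme reaction; no value below 0 was filed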
TNAP inhibition = human TNAP enzyme inhibitors, biochemical, luminescent (AID 518); Alkaline phosphatase, tissue-nonspecific isozyme (Homo sapiens); purified TNAP enzyme, luminescent substrate readout; higher % means a stronger effect; one-dose inhibition, % at 20 µM; IC50 in µM for titrated hits; 0.09% of 64,000 active; in the data active = a potency from the dose series; inactive = the rest, 99 in 100 with inhibition below about 22%;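 also: plate controls were vehicle for no effect and reference inhibitor for full effect; many of its hits are not listed in these tables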
HT1080 viability = cytotoxicity in HT1080 fibrosarcoma cells, cell-based, fluorescence readout (AID 620); HT1080 viability, fluorescence; higher % means a stronger effect; one-dose cytotoxicity, % at 10 µM; EC50 in µM for titrated hits; 0.42% of 87,000 active;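 also: cells exposed to compound overnight then 4 h with Alamar Blue; 0% = vehicle DMSO and 100% = killing control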
KRASV12 cytotoxicity = cytotoxicity in KRAS-transformed pancreatic duct cells, primary screen, cell-based, fluorescence, HTS (AID 431); cytotoxicity, % at 10 µM; hits with a dose series show EC50 in µM; HPDE-C7K KRASV12 cells, Alamar Blue viability, 48 h; higher % means a stronger effect; 1.7% of 63,000 active;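 active = compounds whose percent cytotoxicity in the single-dose primary screen, scaled between solvent and toxic-drug controls, exceeds 50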;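 also: 0% = DMSO solvent wells and 100% = doxorubicin-treated wells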
HPDE-C7 cytotoxicity = cytotoxicity in HPDE-C7 cells, cell-based, fluorescence, HTS (AID 430); HPDE-C7 pancreatic duct cells viability, fluorescence; higher % means a stronger effect; cytotoxicity, % at 10 µM; hits with a dose series show EC50 in µM; 1.8% of 63,000 active;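 also: cells exposed to compound for 48 hours before viability readout; 0% = vehicle and 100% = reference cytotoxic drug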
PMK inhibit pilot replicates = recorded beside PMK inhibit, whose call it bears; inhibition, %; measured here: pilot screen replicates
MK inhibit pilot replicates = also measured in MK inhibit; calls as there; inhibition, %; measured here: pilot screen replicates
Spn DPM-DC inh pilot screen % = recorded beside Spn DPM-DC inh, whose call it bears; inhibition, %; measured here: pilot screen trials
* hit, by the source's call; i = inactive; . = not tested or not shown; + = active, no number. Rule as the data show it, unless noted: active = cytotoxicity above about 50%; inactive = the rest.

SMILES	LYP phosphatase	Spn DPM-DC inh	Bfl-1 displacement	MK inhibit	PMK inhibit	TNAP inhibition	HT1080 viability	KRASV12 cytotoxicity	HPDE-C7 cytotoxicity	others
CCCCc1nc(N2CCOCC2)c(C#N)c2c1CCCC2	-3%	i	-5%	15	2	11%	1%	3%	10%
COCCn1c(Sc2nc(C)cs2)nc2c1c(=O)[nH]c(=O)n2C	-5%	i	-3%	8	7	15%	4%	-2%	-5%	PMK inhibit pilot replicates=1.5;MK inhibit pilot replicates=0.0;Spn DPM-DC inh pilot screen %=0.5
COc1cc(NC(=O)C2CCN(S(=O)(=O)c3cccc4nonc34)CC2)cc(OC)c1	-12%	i	0%	0	18	1%	30%	2%	2%
c1ccc2c(c1)NC1(CCCCC1)n1c-2nc2ccccc21	15%	.	-2%	11	0	12%	5%	-13%	-18%
CCOc1ccc(N(CC(=O)N2CC=C(c3ccccc3)CC2)S(=O)(=O)c2c(C)noc2C)cc1	8%	i	3%	8	9	3%	-5%	-21%	-23%
O=C(OCCN1CCCCC1)c1ccccc1Cl	.	i	-6%	10	15	4%	3%	-5%	1%
O=C(Cn1cnc2ccccc2c1=O)NCCC(=O)N1CCN(Cc2ccccc2)CC1	4%	i	3%	5	0	11%	2%	1%	1%	PMK inhibit pilot replicates=1.5;MK inhibit pilot replicates=2.0;Spn DPM-DC inh pilot screen %=2.5
CC(C)CC(NC(=O)OC(C)(C)C)C(=O)NCc1ccccc1 (stereo not drawn)	-11%	i	-4%	6	0	10%	22%	-2%	-5%
CC(C)C(NC(=O)CC12CC3CC(CC(C3)C1)C2)C(=O)O (stereo not drawn)	8%	i	6%	0	11	12%	-38%	4%	7%
O=C(CN1CCN(c2ccc(F)cc2)CC1)Nc1ccc(-n2cnnn2)cc1	-5%	i	-5%	0	12	5%	-1%	12%	16%
CCCOc1ccc(NC(N)=O)cc1OCCC	8%	i	0%	0	10	7%	-8%	-2%	-1%
c1ccc(N2CCN(Cc3ccsc3)CC2)nc1	.	i	-7%	36	7	-2%	3%	9%	9%
CSc1nncn1/N=C/c1cc(Cl)ccc1F	7%	i	-3%	6	14	3%	3%	-8%	-8%
COc1ccc(-c2noc(CSc3nc4ccccc4c(=O)n3-c3ccccc3)n2)cc1OC	.	i	-1%	9	6	5%	19%	-3%	-10%	PMK inhibit pilot replicates=6.5;MK inhibit pilot replicates=0.0;Spn DPM-DC inh pilot screen %=0.5
CCn1cc(S(=O)(=O)CC(=O)NC2CCCCC2)c2ccccc21	.	i	0%	9	0	4%	-8%	-4%	-10%
Cc1ccnc(NC(=O)CCC(=O)N(CC(=O)NCC2CCCO2)Cc2ccc(F)cc2)c1 (stereo not drawn)	.	i	-9%	10	21	9%	1%	1%	2%
CC(NS(=O)(=O)c1ccc(CCC(=O)N2CCN(C)CC2)cc1)c1ccccc1 (stereo not drawn)	9%	i	0%	9	2	-6%	2%	-3%	2%
COc1ccc(S(=O)(=O)Nc2cc(Cl)ccc2OC)cc1	.	i	-2%	7	2	14%	71%*	.	.
CC(=O)CCc1oc2ccc(NC(C)=O)cc2c1-c1ccc(C)o1	3%	i	4%	3	10	7%	0%	5%	13%
CCN=C(NCC)SC1CC(=O)N(c2ccccc2)C1=O (stereo not drawn)	-1%	i	0%	8	0	1%	1%	-4%	-2%
O=C(c1ccc(=O)n(Cc2ccccc2)n1)N1CCN(C/C=C/c2ccccc2)CC1	12%	i	-1%	0	17	12%	6%	4%	3%
CC1CCCN(S(=O)(=O)c2ccc(NC(=O)c3cccc(-n4cnnn4)c3)cc2)C1 (stereo not drawn)	0%	i	1%	2	8	12%	3%	18%	18%
Cc1cc(C)cc(N2CCN(C(=O)N3CCOCC3)CC2)c1	.	i	3%	0	5	11%	3%	-10%	-15%
CCOC(=O)N1CCN(C(=O)C2CC(c3ccccc3OC)=NO2)CC1 (stereo not drawn)	2%	i	-1%	0	11	10%	3%	-8%	9%
OCCN1CN=C(Nc2nc3ccccc3o2)NC1	-5%	i	-4%	0	13	5%	3%	3%	12%
CCn1c(SCC(=O)NCCOc2ccccc2)nc2ccccc2c1=O	-2%	i	2%	2	5	5%	0%	4%	-11%
N#C/C(=C(/O)CN1C(=O)c2ccccc2C1=O)c1nc2ccccc2[nH]1	0%	i	-8%	6	0	5%	-8%	0%	-3%
COc1ccc(N2CCN(C(CNS(=O)(=O)c3cc(F)ccc3F)c3cccnc3)CC2)cc1 (stereo not drawn)	15%	i	-5%	0	22	1%	.	-13%	-14%
CC(C)CN(CC(C)C)S(=O)(=O)N1CCC(C(=O)NCCN2CCOCC2)CC1	11%	i	-17%	9	6	5%	16%	-25%	-20%
COc1ccc2[nH]cc(C(O)CN3CCN(c4ccccc4)CC3)c2c1 (stereo not drawn)	.	i	-5%	4	0	8%	16%	36%	34%
C/C=C/Cn1c(N(C)Cc2ccccc2)nc2c1c(=O)[nH]c(=O)n2C	0%	+	-4%	0	11	6%	2%	6%	1%
O=C1N2c3ccccc3CCc3cccc(c32)C1(O)C(F)(F)F (stereo not drawn)	4%	i	2%	0	14	21%	6%	11%	-16%	PMK inhibit pilot replicates=0.0;MK inhibit pilot replicates=0.0;Spn DPM-DC inh pilot screen %=0.5
CCOC(=O)C1=C(CS(=O)(=O)c2ccccc2)NC(=O)NC1c1ccccc1 (stereo not drawn)	6%	i	-2%	14	4	7%	-3%	-5%	-11%
CC(C)(C)c1ccc(OCC(=O)NCc2ccco2)cc1	7%	i	-4%	1	11	10%	2%	-8%	-23%
Cc1cc(C(=O)O)c(S(C)(=O)=O)s1	-14%	i	-1%	12	15	7%	-8%	-5%	-6%
CCOC(=O)c1ccc(N2CN=C3SCC(=O)N3C2)cc1	16%	i	-10%	0	0	7%	0%	14%	-1%

Gathered by group, the entries above containing fluorine.
SMILES	LYP phosphatase	Spn DPM-DC inh	Bfl-1 displacement	MK inhibit	PMK inhibit	TNAP inhibition	HT1080 viability	KRASV12 cytotoxicity	HPDE-C7 cytotoxicity	others
O=C(CN1CCN(c2ccc(F)cc2)CC1)Nc1ccc(-n2cnnn2)cc1	-5%	i	-5%	0	12	5%	-1%	12%	16%
CSc1nncn1/N=C/c1cc(Cl)ccc1F	7%	i	-3%	6	14	3%	3%	-8%	-8%
Cc1ccnc(NC(=O)CCC(=O)N(CC(=O)NCC2CCCO2)Cc2ccc(F)cc2)c1 (stereo not drawn)	.	i	-9%	10	21	9%	1%	1%	2%
COc1ccc(N2CCN(C(CNS(=O)(=O)c3cc(F)ccc3F)c3cccnc3)CC2)cc1 (stereo not drawn)	15%	i	-5%	0	22	1%	.	-13%	-14%
O=C1N2c3ccccc3CCc3cccc(c32)C1(O)C(F)(F)F (stereo not drawn)	4%	i	2%	0	14	21%	6%	11%	-16%	PMK inhibit pilot replicates=0.0;MK inhibit pilot replicates=0.0;Spn DPM-DC inh pilot screen %=0.5

Later entries:
SMILES	LYP phosphatase	Spn DPM-DC inh	Bfl-1 displacement	MK inhibit	PMK inhibit	TNAP inhibition	HT1080 viability	KRASV12 cytotoxicity	HPDE-C7 cytotoxicity	others
O=C1CSC(c2cccnc2)N1C1CCCCC1 (stereo not drawn)	9%	i	-11%	7	24	2%	1%	-3%	-5%
CCS(=O)(=O)Nc1ccc(-c2nnc(SCC(=O)c3ccc(NC(C)=O)c(OC)c3)o2)cc1	9%	i	29%	10	8	-1%	-4%	7%	12%
COc1ccccc1-c1cc(C(=O)NC(C)C)no1	11%	i	-12%	2	11	5%	-1%	-5%	-2%
CCCc1nnc(NC(=O)c2cc(OC)cc(OC)c2)s1	14%	i	-6%	10	8	13%	5%	10%	4%
CCOC(=O)CSc1nc2c(c(=O)n1-c1ccc(OC)cc1)SCC2	.	i	-2%	3	4	8%	-2%	3%	-5%
O=C(O)Cc1csc2ccccc12	-8%	i	-7%	13	15	-6%	-3%	-12%	-14%
CC(=O)Nc1ccc(S(=O)(=O)N2CCCc3ccccc32)cc1	0%	i	-2%	11	6	16%	23%	28%	38%
Cc1cc(C)n(C(=O)c2cc3sccc3[nH]2)n1	7%	i	2%	6	4	10%	20%	-17%	-25%
CCN(CC)CCOC(=O)c1c(C)oc2ccc(OC)cc12	14%	i	-6%	4	14	9%	-2%	-1%	-1%
COC(=O)c1c(-c2ccccc2)csc1NC(=O)c1ccco1	1%	.	-7%	0	10	7%	-6%	-14%	-15%
c1coc(CNc2ncnc3c2oc2ccccc23)c1	11%	i	0%	0	10	5%	5%	6%	-9%
COC(=O)c1ccc(O)c(Sc2cc(C(=O)OC)ccc2O)c1	5%	i	0%	11	9	-6%	-6%	.	14µM*
CCn1c(=O)n(CC)c2cc(S(=O)(=O)Nc3ccccc3C)c(C)cc21	11%	i	-5%	11	4	8%	8%	-5%	5%
O=C(CSc1ccc(-c2nc3ccccc3[nH]2)cn1)N1CCN(C(=O)c2ccco2)CC1	.	.	5%	7	24	14%	-12%	25%	14%
COc1ccc(C(=O)Oc2c(CN3CCOCC3)cc(Cl)c3cccnc23)cc1OC	17%	i	-6%	2	4	14%	3%	14%	7%	PMK inhibit pilot replicates=2.5;MK inhibit pilot replicates=0.0;Spn DPM-DC inh pilot screen %=1.5
O=C(c1cccc(S(=O)(=O)N2CCOCC2)c1)N1CCCc2ccccc21	.	i	-8%	9	2	12%	0%	10%	-2%
COc1ccc2nc(SCC(=O)Nc3ccc(S(=O)(=O)Nc4onc(C)c4C)cc3)[nH]c2c1	8%	i	.	6	6	.	-7%	.	.
CC(C)C1N(S(=O)(=O)c2ccccc2)CCN1S(=O)(=O)c1ccccc1	-28%	i	0%	0	8	15%	7%	6%	2%
O=C1CCC(=O)N1c1ccccc1-c1ccccc1	4%	i	-2%	4	0	3%	0%	9%	6%
N#Cc1ccc(OCC(=O)NCCc2ccc(S(N)(=O)=O)cc2)cc1	13%	i	3%	0	17	3%	-5%	-10%	0%
COCCN1CCN(c2c(C)c(C)nc3cc(-c4cccc(OC)c4)nn23)CC1	-6%	i	2%	13	5	5%	-6%	-2%	-1%	PMK inhibit pilot replicates=1.0;MK inhibit pilot replicates=0.0;Spn DPM-DC inh pilot screen %=0.0
CCOC(=O)C1=C(C)N=c2s/c(=C\c3cccn3C)c(=O)n2C1c1cccc(OC)c1OC (stereo not drawn)	3%	i	-102%	8	0	14%	10%	-12%	-11%	PMK inhibit pilot replicates=3.0;MK inhibit pilot replicates=1.5;Spn DPM-DC inh pilot screen %=2.0
O=C(Nc1nnc(-c2ccc(F)cc2)o1)c1ccco1	-3%	i	0%	2	9	11%	.	5%	-13%
CC1CC(=O)c2cnc(NCC3CCCO3)nc2C1 (stereo not drawn)	0%	i	1%	6	3	10%	-3%	-1%	6%	PMK inhibit pilot replicates=1.5;MK inhibit pilot replicates=1.5;Spn DPM-DC inh pilot screen %=0.5
O=C(Nc1nnc(-c2ccccc2)o1)NC1CCCCC1	5%	i	-12%	4	16	-2%	15%	-22%	-10%

No enrichment for hits; any-hit rate near 3.4%.
